Source: PubChem BioAssay (National Center for Advancing Translational Sciences (NCATS))
AT treatment – qHTS Assay for Identifying a Potential Treatment of Ataxia-Telangiectasia. […] A-T fibroblasts, KAP-1 phosphorylation AlphaLISA; neocarzinostatin DNA damage 30 min before lysis. Potency, µM (top dose mostly 57.5 µM), for inactives: at the top dose activation, most hits filed as activators. 0.19% of 320,000 active. AID 485349, 2010; further: potency means the concentration at half of the fitted maximal effect; % of control where 0% means no effect; nearly all actives have a fitted effect of over 45% in size
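hTERT-immortalized A-T patient fibroblasts ([…]), 500 cells/well in OPTI-MEM, 1% FBS, got compounds for 60 min, then NCS for 30 min at 37C. Lysates were then assayed for phospho-KAP-1 by AlphaLISA (anti-pKAP1 donor, anti-KAP1 acceptor beads), 6 hr at 25C.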
Chronic BCR inh – qHTS Assay to Find Inhibitors of Chronic Active B-Cell Receptor Signaling. Potency, µM (doses to about 46.1 µM), without a hit: at the highest dose ratio change, negative = lower green/red ratio, hits mostly inhibitors. ABC-DLBCL IkBa-CBG/CBR reporter, luminescence ratio, 4 h. 0.05% of 340,000 active. AID 493014, 2011; active means well fitted inhibition curve with a large enough effect in the signal ratio, with a control signal flat, not every such curve was filed as active; inconclusive means small, poorly fitted or top-dose-only effect, or effect the other way, or a change in a side signal; the % refers to the signal ratio;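 further: potency means the concentration at half of the fitted maximal effect; plate controls were basal doxycycline-induced cells for no effect and cells given 10 µM MG132 for full effect; MG132 reads +100%, hits lower the ratio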
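Compounds up to 46 uM were incubated four hours with TMD8 cells whose green CBG68 luciferase is fused to IkappaBalpha; red CBR luminescence normalised the signal, and concentration-effect curves were fitted to fusion, red and ratio data.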
Eya2 inh – qHTS Assay for Inhibitors of the Phosphatase Activity of Eya2 | recombinant Eya2, OMFP fluorescence dephosphorylation (OMFP is methylfluorescein phosphate) | Potency, µM (top dose mostly 76.9 µM), without a hit: top-dose activity, negative = inhibition, most hits filed as inhibitors | 0.006% of 330,000 active; further: potency means the concentration at half of the fitted maximal effect; on the % scale 0 is the no-effect control and ±100 the full control effect
Target sequence (O00167 whole entry, looked up): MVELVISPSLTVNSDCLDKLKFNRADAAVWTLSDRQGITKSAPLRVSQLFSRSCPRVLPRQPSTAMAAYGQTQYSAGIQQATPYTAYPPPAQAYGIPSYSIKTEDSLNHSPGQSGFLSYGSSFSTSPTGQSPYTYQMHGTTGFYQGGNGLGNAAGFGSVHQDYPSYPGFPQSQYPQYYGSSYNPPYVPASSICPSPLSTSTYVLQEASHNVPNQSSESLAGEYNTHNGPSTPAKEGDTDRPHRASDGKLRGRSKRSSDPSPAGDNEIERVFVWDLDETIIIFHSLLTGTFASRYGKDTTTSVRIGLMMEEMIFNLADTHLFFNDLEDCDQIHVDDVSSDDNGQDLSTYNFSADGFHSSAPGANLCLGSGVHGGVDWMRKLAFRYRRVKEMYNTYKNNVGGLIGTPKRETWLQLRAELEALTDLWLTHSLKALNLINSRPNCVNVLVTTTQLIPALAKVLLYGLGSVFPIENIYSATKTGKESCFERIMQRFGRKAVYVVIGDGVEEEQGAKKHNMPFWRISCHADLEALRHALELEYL
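Eya2 (0.2 uM) preincubated 10 min at ambient with compound, then OMFP substrate added at 50 uM; 10 min reaction in 50 mM HEPES pH 7.5, 50 mM NaCl, 5 uM MgCl2, 0.05% BSA, 1 mM DTT. Fluorescence read at Ex 485/Em 525 nm.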
Mito fusion yeast – qHTS Assay for Small Molecule Inhibitors of Mitochondrial Division or Activators of Mitochondrial Fusion; S. cerevisiae fusion-defective mutant growth rescue, CellTiterGlo 48 h; AID 485298, 2010; 0.23% of 320,000 active; Potency, µM (top dose mostly 46.1 µM), for inactives: at the top dose growth rescue (activation), usual class: activators;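 further: potency means the concentration at half of the fitted maximal effect; % of control where 0% means no effect; nearly all actives have a fitted effect of over 45% in size; temperature-sensitive fusion mutants such as fzo1-1 at 37 °C on non-fermentable ethanol glycerol medium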
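Yeast fusion mutant, YPEG (non-fermentable carbon), compound, 48 h at 37C non-permissive; CellTiterGlo added, 10 min RT, luminescence read. Rescued growth = division inhibition.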
TSHR antagonist – Antagonists of the Thyroid Stimulating Hormone Receptor: HTS campaign. Thyrotropin receptor (Homo sapiens), P16473. TSHR-expressing cells, TSH-stimulated cAMP HTRF, 2 h; active compounds read low. activity change, negative = inhibition, % at 11.5 µM. 0.2% of 330,000 active. AID 504810, 2011;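 active means activity change below a set negative limit, meaning inhibition stronger than a set level, cut at about -70% in these data; inconclusive means activity change between two set negative limits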; further: on the % scale 0 is the no-effect control and ±100 the full control effect
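Antagonism was scored as loss of TSH-driven cAMP in TSHR cells, stimulated with 4nM TSH (EC80) for 2 hours at 37 deg C and detected by homogeneous HTRF competition immunoassay.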
ASM inhibitor – Inhibitors of Secretory Acid Sphingomyelinase (S-ASM): qHTS. Sphingomyelin phosphodiesterase (Homo sapiens), P17405. placental ASM, HMU-PC fluorogenic substrate, 60 min. Potency, µM (top dose mostly 57.5 µM), for the others: top-dose activity change, negative = inhibition, actives largely listed as inhibitors. 0.006% of 340,000 active; further: potency means the concentration at half of the fitted maximal effect
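HMU-PC0 cleavage (9 uM final) by human placental ASM, 60 min at 37 °C following 10 min compound exposure at RT; stopped at pH 10, fluorescence Ex 386/Em 447 nm.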
Integrin act MD – qHTS for Activators of Integrin-Mediated Alleviation for Muscular Dystrophy | alpha7betagal myoblasts, beta-gal FDG fluorescence, 48 h | Potency, µM (doses to about 38.3 µM), for inactives: top-dose activation, hits mostly activators | 0.064% of 350,000 active | AID 624291, 2012;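 further: potency means the concentration at half of the fitted maximal effect; 100% = response of the positive control SU9516; nearly all actives have a fitted effect of over 60% in size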
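alpha7betagal+/- myoblasts (passage 13, 250/well) treated 48 h at 37C with compounds at 1:260 dilution of DMSO stock. Lysed, then beta-galactosidase activity read as FDG fluorescence (ex 480/em 540) after 30 min, with pre-read for autofluorescence.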
Tb PFK inh – qHTS Assay to Find Inhibitors of T. brucei phosphofructokinase. ATP-dependent 6-phosphofructokinase (Trypanosoma brucei brucei), O15648. T. brucei PFK, ADP-Glo luminescence. Potency, µM (top dose mostly 57.5 µM), for the others: top-dose activity, negative = inhibition, actives largely listed as inhibitors. 0.17% of 330,000 active. AID 485367, 2010;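 further: potency means the concentration at half of the fitted maximal effect; 0% = uninhibited 1x PFK enzyme wells and -100% = no-enzyme wells; nearly all actives have a fitted effect of over 60% in size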
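PFK 1.25 nM, F6P 0.5 mM, ATP 0.1 mM, 0.1 M TEA pH 8.0, 5 mM MgCl2, 0.01% Tween20, 0.1% BSA; 45 min RT. ADP-Glo readout. qHTS titration up to 57 uM; curves fitted, compounds curve-classed.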
PTAP TSG101 blk – qHTS Assay for Iinhibitors of HIV-1 Budding by Blocking the Interaction of PTAP/TSG101 | Tumor susceptibility gene 101 protein (Homo sapiens), Q99816 | Fluorescence polarization, FITC-PTAP peptide / Tsg101 binding | Potency, µM (top dose mostly 115 µM), inactives show at the highest dose activity change, negative = inhibition, hits mostly inhibitors | 340,000 tested, under 10 active | AID 493005, 2010; active means well fitted inhibition curve with a large enough effect in the main read-out, with a control signal flat, not every such curve was filed as active; inconclusive means small, poorly fitted or top-dose-only effect, or effect the other way, or a change in a side signal; inactive means no such curve, though single readings can be large or run the other way; further: potency means the concentration at half of the fitted maximal effect; % of control where 0% means no effect
Target sequence (Q99816 whole entry, looked up): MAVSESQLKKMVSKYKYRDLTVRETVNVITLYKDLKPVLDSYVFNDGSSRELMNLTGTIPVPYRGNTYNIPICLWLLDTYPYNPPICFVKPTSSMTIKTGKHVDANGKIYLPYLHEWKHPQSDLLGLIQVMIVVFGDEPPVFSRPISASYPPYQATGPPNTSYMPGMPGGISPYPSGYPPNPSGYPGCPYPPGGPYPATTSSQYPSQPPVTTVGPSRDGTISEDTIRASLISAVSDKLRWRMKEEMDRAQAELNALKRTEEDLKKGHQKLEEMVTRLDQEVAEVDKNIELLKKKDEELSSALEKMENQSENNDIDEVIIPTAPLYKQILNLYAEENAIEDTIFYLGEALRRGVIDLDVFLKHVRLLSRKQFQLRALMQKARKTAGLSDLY
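Tsg101 binding domain (10 uM final) was mixed with compound and a FITC-labeled PTAP peptide (50 nM final) in HEPES pH 7.5 buffer with NaCl, Tween 20, EDTA and TCEP; fluorescence polarization was read after 20 min at r.t.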
ELG1 repair inh – qHTS screen for small molecules that inhibit ELG1-dependent DNA repair in human embryonic kidney (HEK293T) cells expressing luciferase-tagged ELG1 | HEK293T ELG1-luciferase reporter, luminescence, 16 h; DNA damage induced by 5-fluorouridine | Potency, µM (series often up to 46.1 µM), for inactives: at the highest dose activity change, negative = inhibition, usual class: inhibitors | 2.3% of 330,000 active; further: potency means the concentration at half of the fitted maximal effect; on the % scale 0 is the no-effect control and ±100 the full control effect; nearly all actives have a fitted effect of over 55% in size
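Step one: seed 2,000 cells per well. Step two: pin-transfer compound or DMSO alongside 5-fluorouridine. Step three: incubate 16 hr, 37 °C, 5% CO2. Step four: add ONE-Glo, wait 30 min, read luminescence.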
TCR act – Activators of T cell receptors: qHTS campaign; primary human leukocytes, anti-CD3, IL-2 HTRF, 48 h; Potency, µM (top dose mostly 9.22 µM), for inactives: at the highest dose activation of IL-2 secretion, most hits filed as activators; 330,000 tested, under 10 active; AID 504894, 2011; further: % of control where 0% means no effect
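Primary human leukocytes incubated 48 hr with anti-CD3 beads plus compound, without co-stimulation. Secreted IL-2 measured by HTRF (europium cryptate/d2 anti-IL-2 pair, 320 nm excitation, 665 nm emission).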
Numbers without * were called inactive; ? = inconclusive; . = no result given; [ ] = remark or other dose. Unless noted, the call rests on the fitted dose curve; in most records, active means well fitted curve in the direction sought with a large enough effect; inconclusive means small, poorly fitted or top-dose-only effect, or another doubt; inactive means no such curve, though single readings can be large; an effect the other way counts as inactive or inconclusive. Not a hit list (roughly 3.2% active in at least one column).

Structure,AT treatment,Chronic BCR inh,Eya2 inh,Mito fusion yeast,TSHR antagonist,ASM inhibitor,Integrin act MD,Tb PFK inh,PTAP TSG101 blk,ELG1 repair inh,TCR act
Cc1cc(NS(=O)(=O)c2ccc(NC(=O)c3cc(-c4cccnc4)nc4ccc(Cl)cc34)cc2)no1,0%,1%,-36%,1%,-2,-4%,14%,2%,-7%,-3%,0%
O=C(C1CCN(Cc2cccs2)CC1)N1CCN(Cc2ccc3c(c2)OCO3)CC1,2%,-17%,-8%,16%,12,-2%,3%,-7%,1%,7%,2%
O=C(CN1C(=O)NC(c2ccccc2)(c2ccccc2)C1=O)NCCc1ccc(F)cc1,-6%,-1%,-10%,.,16,0%,-15%,4%,-4%,-29%,-2%
O=C(COC(=O)c1ccc[nH]c1=O)NCC1CCCO1 (stereo not drawn),-4%,-3%,4%,-1%,1,3%,-7%,-1%,-5%,3%,2%[46.1 µM]
O=C(c1cnc2n(c1=O)CCS2)N1CCN(c2ccc([N+](=O)[O-])cc2)CC1,-12%,4%,?,-4%,-4,-2%,11%,1%,-1%,-1%,6%
COc1cccc(NC(=O)Nc2nccc(C)n2)c1,0%,-11%,3%,1%,0,0%,15%,3%,2%,?,-6%
CCCCc1nc(Cl)c(C#N)c2c1CSC(C)(C)C2,10%,?,-27%,5%,-1,-13%,-20%,2%,-4%,10%,-2%[46.1 µM]
COc1cc(CCC(=O)Nc2nnc(C)s2)cc(OC)c1OC,-1%,-19%,5%,-1%,-1,0%,-14%,-3%,-2%,3%,13%
CCN(CCNC(=O)C1CCN(S(=O)(=O)c2cccc3cccnc23)CC1)c1ccccc1,5%,6%,13%,3%,12,4%,3%,-11%,-11%,8%,2%
CC(C)(C)NC(=O)CN(Cc1cccs1)C(=O)CNS(=O)(=O)c1ccc(F)cc1,1%,2%,2%,-4%,-4,-4%,?,-3%,-3%,-4%,4%
CCOc1ccc(-c2csc(NC(=O)c3cccc(N4C(=O)CCC4=O)c3)n2)cc1,29%,?,9%,-6%,18,-15%,5%,-4%,-5%,-15%,-8%
CCOC(=O)C1=C(C)C2C3C(=O)N(c4cc(C)ccc4C)C(=O)C3C1(C)C1C(=O)N(c3cc(C)ccc3C)C(=O)C21 (stereo not drawn),-5%,1%,-10%,5%,0,4%,?,2%,1%,3%,-7%[46.1 µM]
CCOC(=O)N1CCN(C(=S)Nc2cccc(C)c2C)CC1,3%,-4%,-3%,-6%,21,1%,-31%,-4%,-5%,17%,6%[46.1 µM]
CC1(C)Cc2c(c(-c3ccccc3)nc3sc4c(=O)[nH]c(=S)[nH]c4c23)CO1,-8%,-9%,10%,1%,-8,6%,-12%,-11%,-10%,8%,-2%
O=C(Cn1c(=O)oc2cc(S(=O)(=O)N3CCCC3)ccc21)N1CCN(C2CCCCC2)CC1,11%,-4%,15%,-2%,-4,-1%,0%,3%,0%,8%,-2%
COCCn1cnc2c1c(=O)n(CC(=O)NN)c(=O)n2Cc1ccccc1,-27%,0%,-24%,2%,-8,3%,-17%,1%,-5%,9%,-5%
CC(C)(C)n1cnnc1Sc1ncccc1[N+](=O)[O-],0%,2%,-17%,-4%,4,3%,-47%,-7%,-1%,-5%,6%
COc1ccc(Cc2nc3ccc(C(=O)N4CCOCC4)cc3o2)cc1,21%,?,9%,-1%,-13,8%,0%,-4%,-4%,?,-2%
C=CCNC(=O)c1ccc(CN2CCC(Cc3ccccc3)CC2)cc1,-3%,-7%,2%,1%,-8,1%,-4%,-1%,-2%,-10%,3%
O=C(C1=C(O)C(=O)N(Cc2ccccc2)C1c1ccco1)c1ccco1 (stereo not drawn),-8%,-4%,-4%,-1%,-1,-2%,0%,-9%,0%,3%,-5%
Cn1c(NCc2cccnc2)nc2c1c(=O)n(Cc1ccccc1F)c(=O)n2C,4%,0%,7%,-4%,-6,-1%,-67%[inhibitor],-8%,-4%,-9%,0%
COc1ccccc1N1CCN(C(=O)Cn2nc(C(F)(F)F)c3c2CCC3)CC1,4%,1%,-27%,1%,-5,4%,0%,-5%,-3%,-5%,-1%
COC(=O)c1c(NC(=O)c2ccco2)sc2c1CCC2,5%,11%,6%,11%,-22,83%,-7%,1%,-2%,14%,-3%
O=C(NCCCN1CCOCC1)c1cc(S(=O)(=O)N2CCOCC2)ccc1Cl,9%,-1%,3%,.,7,4%,11%,4%,-4%,11%,-2%[46.1 µM]
O=S1(=O)c2ccccc2C(CCO)N1Cc1ccccc1 (stereo not drawn),-16%,0%,-5%,-8%,0,-7%,18%,13%,-5%,-1%,14%
Cc1nn(-c2ccc(F)cc2)c2sc(C(=O)N3CCCCCC3)cc12,-7%,5%,5%,1%,-17,-13%,-3%,0%,-2%,20%,0%
COc1ccc(N2C(=O)CSC2c2ccc(F)cc2)cc1 (stereo not drawn),-15%,0%,1%,-4%,6,0%,4%,-23%,1%,?,3%
CC(C)Cn1c(CCNC(=O)c2ccco2)nc2ccccc21,-4%,1%,5%,-27%,-2,5%,-3%,-2%,-1%,?,-2%
C/C=C/c1ccc(OCCOc2ccc(C=O)cc2)c(OC)c1,8%,?,0%,10%,10,?,-10%,-5%,4%,26%,-8%[46.1 µM]
CC(C)c1ccc(C(C)NCCS(=O)(=O)c2ccc(Cl)cc2)cc1 (stereo not drawn),3%,?,-9%,-7%,-18,2%,-13%,1%,-2%,-1%,.
Nc1nnnn1/N=C/c1cc(Cl)ccc1O,-2%,1%,8%,10%,3,-1%,-24%,5%,-11%,10%,-6%
NC(=O)c1ccccc1NC(=O)CSc1nc2ccccc2c(=O)[nH]1,6%,10%,3%,0%,5,1%,-4%,1%,-2%,-1%,1%
O=C(c1ccc2[nH]c(=O)c(=O)[nH]c2c1)N1CCc2ccccc21,-1%,?,3%,13%,-7,1%,-2%,2%,-4%,14%,6%
CCSc1nsc(NC(=O)Nc2ccc(F)cc2F)n1,38%,?,-8%,-7%,?,-11%,?,0%,-4%,?,.
CCN(C(=O)/C=C/c1ccc(OC)cc1)C1CCS(=O)(=O)C1 (stereo not drawn),3%,5%,-8%,-8%,0,3%,-14%,1%,-6%,18%,-3%
